High-throughput results: PubChem, Broad Institute
IDH1 R132H inh: IDH1 R132H (human) inhibition | O75874 | IDH1 R132H reductase, diaphorase/resazurin fluorescence, 60 min | inhibition, % at 10 µM | actives 0.18% (n = 70,000); in the data active means inhibition above about 34%;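 further: 0% = DMSO and 100% = no enzyme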
Target sequence (O75874 whole entry R132H): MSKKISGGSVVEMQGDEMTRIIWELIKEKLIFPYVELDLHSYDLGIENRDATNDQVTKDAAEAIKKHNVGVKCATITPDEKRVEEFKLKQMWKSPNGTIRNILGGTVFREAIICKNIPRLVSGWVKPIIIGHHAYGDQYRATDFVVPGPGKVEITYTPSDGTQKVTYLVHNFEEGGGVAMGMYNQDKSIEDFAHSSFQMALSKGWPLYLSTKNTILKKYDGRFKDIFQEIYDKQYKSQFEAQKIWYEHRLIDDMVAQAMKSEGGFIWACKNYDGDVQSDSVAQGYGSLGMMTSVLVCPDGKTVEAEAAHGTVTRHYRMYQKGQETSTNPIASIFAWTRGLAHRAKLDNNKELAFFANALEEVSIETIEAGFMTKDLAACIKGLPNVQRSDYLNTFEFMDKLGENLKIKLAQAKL
EZH2 inh: blocks human EZH2/PRC2 H3K27 methylation. Q15910. DELFIA TRF, 1 h. actives 0.35% (n = 57,000). inhibition, % at 12.5 µM;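 active means mean inhibition of replicates at least 50% and every single replicate also reaching 50%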;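 further: dimethyl H3K27 on biotinylated H3 21-44 peptide detected by antibody; plate controls were median neutral control wells for no effect and median positive control wells for full effect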
* hit, by the source's call; / = not tested or not shown.

SMILES | IDH1 R132H inh | EZH2 inh
C[C@@H]1CCCCO[C@@H](CN(C)S(=O)(=O)c2ccc(F)cc2)[C@H](C)CN([C@H](C)CO)C(=O)c2cc(NS(C)(=O)=O)ccc2O1 | 0.0 | /
Cc1n[nH]c(C)c1SCC(=O)Nc1ccc(F)cc1 | 0.0 | -0.7
COc1cccc(C#Cc2ccc3c(c2)O[C@@H](CN(C)C)[C@@H](C)CN([C@@H](C)CO)S3(=O)=O)c1 | -0.1 | /
CCCN1C[C@@H](C)[C@@H](OC)CN(C)C(=O)c2cc(NC(=O)Nc3cccc(F)c3)ccc2OC[C@@H]1C | / | -12.1
CC(C)CC#Cc1cnc2c(c1)C(=O)N([C@H](C)CO)C[C@H](C)[C@H](CN(C)Cc1cncnc1)O2 | 5.3 | 3.0
C[C@@H]1CN([C@@H](C)CO)C(=O)c2cc(C#CCN(C)C)cnc2O[C@H]1CN(C)Cc1cccc(C(=O)O)c1 | -0.1 | /
COC(=O)C1=C(C)Nc2ncnn2C1c1ccc(OCC(=O)N2CCOCC2)c(OC)c1 (stereo not given) | -0.7 | 1.2
COC(=O)CNC(=O)c1cn(-c2ccccc2)nc1-c1ccc(F)cc1 | -0.5 | -0.1
Cc1noc(C)c1NC(=O)N(C)C[C@H]1Oc2ccc(NC(=O)NC(C)C)cc2CC(=O)N([C@@H](C)CO)C[C@H]1C | -0.6 | /
CC(=O)N(C)C[C@@H]1Oc2cc(C#CCN(C)C)ccc2S(=O)(=O)N([C@H](C)CO)C[C@@H]1C | -0.2 | -5.8
C[C@H](CO)N1C[C@H](C)[C@@H](CN(C)Cc2ccncc2)Oc2ccc(N(C)C)cc2C1=O | 0.1 | 6.3
O=C(C[C@H]1C[C@@H]2c3cc(NC(=O)C4CCOCC4)ccc3O[C@@H]2[C@@H](CO)O1)NCC1CC1 | -0.1 | 22.5
O=C(CCN1CCCCC1)N[C@@H]1CC[C@H](CCNS(=O)(=O)c2ccc(Cl)cc2)O[C@H]1CO | -0.2 | -12.8
C[C@@H]1CN([C@H](C)CO)S(=O)(=O)c2ccc(C#C[C@@H](C)O)cc2O[C@H]1CN(C)Cc1ccccn1 | / | -8.1
COc1ccccc1-c1ccc2c(c1)O[C@@H](CN(C)C(C)=O)[C@@H](C)CN([C@H](C)CO)S2(=O)=O | 0.0 | -7.0
C[C@H]1CN([C@@H](C)CO)C(=O)c2cc(C3=CCCCC3)cnc2O[C@@H]1CN(C)Cc1ccccc1 | -1.9 | -7.1
CC(C)CC#Cc1cnc2c(c1)C(=O)N([C@@H](C)CO)C[C@@H](C)[C@@H](CN(C)Cc1ccccc1C(=O)O)O2 | 0.5 | -12.8
COc1cccc(S(=O)(=O)N(C)C[C@H]2OCc3cnnn3CCCC(=O)N([C@@H](C)CO)C[C@@H]2C)c1 | -4.3 | /
C[C@@H]1CN([C@@H](C)CO)C(=O)c2cc(NS(C)(=O)=O)ccc2O[C@@H](C)CCCCO[C@H]1CN(C)S(=O)(=O)c1cccs1 | -0.7 | /
O=C(Nc1ccc2c(c1)[C@@H]1C[C@H](CC(=O)N3CCc4ccccc4C3)O[C@H](CO)[C@@H]1O2)Nc1ccccc1F | -0.5 | -27.1
C[C@@H]1CCCCO[C@H](CN(C)S(=O)(=O)c2ccc(F)cc2)[C@H](C)CN([C@H](C)CO)C(=O)c2cc(NS(=O)(=O)c3ccc(Cl)cc3)ccc2O1 | 0.8 | /
O=C(CSc1n[nH]c(-c2ccc(Cl)cc2Cl)n1)N1CCc2ccccc21 | 0.0 | 16.7
COc1ccccc1C#Cc1ccc2c(c1)O[C@@H](CN(C)C(C)=O)[C@@H](C)CN([C@H](C)CO)S2(=O)=O | -0.5 | -7.8
C[C@@H]1CN([C@@H](C)CO)C(=O)Cc2cc(N(C)C)ccc2O[C@@H]1CN(C)C(=O)Nc1ccc(C(F)(F)F)cc1 | / | 0.8
C[C@H]1CN([C@@H](C)CO)C(=O)c2cc(N(C)C)ccc2O[C@H]1CN(C)C(=O)Nc1ccccc1 | 0.0 | /
COc1ccc(S(=O)(=O)Nc2ccc3c(c2)CC(=O)N([C@@H](C)CO)C[C@@H](C)[C@@H](CN(C)Cc2ccc(C(=O)Nc4ccccc4N)cc2)O3)cc1 | / | 20.2
CO[C@@H]1CN(C)C(=O)c2ccc(NC(=O)C3CCCCC3)cc2OC[C@H](C)N(Cc2nccs2)C[C@@H]1C | -0.2 | -8.2
O=C(NCCc1nc2ccccc2[nH]1)c1cccc(Cl)c1 | 0.1 | 11.1
O=C(C[C@H]1C=C[C@@H](NC(=O)c2ccncc2)[C@H](CO)O1)Nc1ccc(-c2ccccc2)cc1 | -0.1 | 7.9
C[C@H]1CN([C@@H](C)CO)C(=O)Cc2cc(NC(=O)C3CC3)ccc2O[C@H]1CN(C)C(=O)Nc1ccc(F)cc1 | 0.5 | /
CC(C)NC(=O)N(C)C[C@@H]1Oc2ccc(NS(=O)(=O)c3cccs3)cc2CC(=O)N([C@H](C)CO)C[C@@H]1C | 3.1 | /
CC(C)NC(=O)Nc1ccc2c(c1)CC(=O)N([C@H](C)CO)C[C@@H](C)[C@H](CN(C)C(=O)Nc1ccc(F)cc1)O2 | -0.6 | 2.3
C[C@@H]1CCCCO[C@H](CN(C)C(=O)NC2CCCCC2)[C@@H](C)CN([C@H](C)CO)C(=O)c2cc(NC(=O)c3ccncc3)ccc2O1 | 1.3 | /
C[C@H](CO)N1C[C@H](C)[C@@H](CN(C)Cc2ccc(Oc3ccccc3)cc2)OCc2cn(nn2)CCCC1=O | / | 7.6
C[C@H]1CN([C@@H](C)CO)C(=O)c2cc(NC(=O)C3CCCCC3)ccc2O[C@H]1CN(C)C(=O)NC1CCCCC1 | 1.1 | 6.4
C[C@@H]1CCCCO[C@H](CN(C)S(C)(=O)=O)[C@@H](C)CN([C@H](C)CO)C(=O)c2cc(NS(=O)(=O)c3ccccc3)ccc2O1 | 0.1 | /

Complete entries as entered above:
Profile of `O=C(NCCc1nc2ccccc2[nH]1)c1cccc(Cl)c1` = IDH1 R132H inh: 0.1; EZH2 inh: 11.1
Profile of `C[C@@H]1CCCCO[C@H](CN(C)C(=O)NC2CCCCC2)[C@@H](C)CN([C@H](C)CO)C(=O)c2cc(NC(=O)c3ccncc3)ccc2O1` = IDH1 R132H inh: 1.3; EZH2 inh: /

Later entries.
SMILES | IDH1 R132H inh | EZH2 inh
Cc1ccccc1-c1ccc2c(c1)O[C@H](CN(C)C(=O)Nc1ccccc1)[C@@H](C)CN([C@@H](C)CO)S2(=O)=O | -0.1 | /
C[C@@H]1CN([C@H](C)CO)C(=O)c2cccc(NS(C)(=O)=O)c2O[C@@H]1CN(C)C(=O)Nc1ccc(F)cc1 | / | 5.5
O=S(=O)(NC1CCN(Cc2ccc(OCCO)cc2)CC1)c1cccc2cccnc12 | / | 0.7
CCCN(C)C[C@H]1OCCCC[C@@H](C)Oc2ccc(NC(=O)c3ccccc3)cc2C(=O)N([C@@H](C)CO)C[C@H]1C | / | -10.2
CO[C@@H]1CN(C)C(=O)c2cc(NS(=O)(=O)c3ccccc3)ccc2OC[C@@H](C)NC[C@@H]1C | -0.1 | -4.5
CCCC(=O)Nc1ccc2c(c1)OC[C@H](C)NC[C@@H](C)[C@H](OC)CN(C)C2=O | 0.3 | 11.6
C[C@@H]1CN([C@H](C)CO)C(=O)c2cccc(NS(=O)(=O)c3cn(C)cn3)c2O[C@H]1CN(C)S(=O)(=O)c1ccc(Cl)cc1 | -0.9 | /
C/C=C/c1cnc2c(c1)C(=O)N([C@H](C)CO)C[C@H](C)[C@@H](CN(C)S(=O)(=O)c1ccc(OC)cc1)O2 | -0.2 | /
C[C@H](CO)N1C[C@H](C)[C@@H](CN(C)C(=O)Nc2ccc(F)cc2)Oc2ccc(NC(=O)Nc3ccc(C(F)(F)F)cc3)cc2CC1=O | 1.6 | /
O=C(O)Cn1nnnc1-c1ccc(F)cc1 | 0.8 | /
CCOc1ccc(N2C(=O)/C(=C/c3ccc(F)cc3)N=C2SC(CC)C(=O)N2CCOCC2)cc1 (stereo not given) | -0.4 | 22.2
C[C@H](CO)N1C[C@H](C)[C@H](CN(C)CC2CC2)Oc2cc(Br)ccc2S1(=O)=O | 0.5 | -5.6
CCCNC(=O)C[C@@H]1C[C@H]2c3cc(NC(=O)Nc4ccc(OC)cc4)ccc3O[C@H]2[C@@H](CO)O1 | 0.1 | 19.9
Cc1ccc(-c2cnc3c(c2)C(=O)N([C@@H](C)CO)C[C@@H](C)[C@H](CN(C)C(=O)Cc2cccnc2)O3)cc1 | 0.2 | /
C[C@H]1CN([C@@H](C)CO)C(=O)c2cc(C#Cc3ccccn3)cnc2O[C@H]1CN(C)CC1CCOCC1 | 0.0 | /
COc1ccc(CN(C)C[C@H]2Oc3ccc(NS(=O)(=O)c4ccc(F)cc4)cc3CC(=O)N([C@H](C)CO)C[C@H]2C)cc1 | / | 14.4
CS(=O)(=O)Nc1ccc2c(c1)[C@H]1C[C@H](CC(=O)NCc3cccnc3)O[C@@H](CO)[C@H]1O2 | -0.3 | -11.7
COc1ccc(OC)c(NC(=O)Cc2coc3cc(C)cc(C)c23)c1 | 0.0 | 12.7
COc1cc2c(c(OC)c1OC)CCc1cc(O)c(O)cc1-2 | 9.5 | 31.1
C[C@H](CO)N1C[C@H](C)[C@@H](CN(C)C(=O)Nc2ccc(C(F)(F)F)cc2)Oc2ncc(-c3cccnc3)cc2C1=O | / | 2.3
Cn1c(=O)[nH]c2ncn(C)c2c1=O | 0.0 | -3.2
C[C@H](CO)N1C[C@H](C)[C@H](CN(C)Cc2ccc(C(F)(F)F)cc2)Oc2ccc(NC(=O)Nc3cccc4ccccc34)cc2C1=O | -2.2 | /
COCC(=O)Nc1ccc2c(c1)OC[C@@H](C)N(Cc1cccc(F)c1)C[C@H](C)[C@@H](OC)CN(C)C2=O | -0.3 | 4.2
CCCNC(=O)Nc1ccc2c(c1)OC[C@H](C)N(Cc1ccccc1)C[C@H](C)[C@H](OC)CN(C)C2=O | 0.0 | -21.6
COc1cccc(C2CC(C(F)(F)F)n3ncc(C(=O)NCc4ccco4)c3N2)c1 (stereo not given) | -0.6 | -5.7
C[C@H](CO)N1C[C@H](C)[C@@H](CN(C)Cc2ccc(C(F)(F)F)cc2)OCc2cnnn2CCCC1=O | 1.3 | /
O=C(C[C@@H]1C[C@H]2c3cc(NS(=O)(=O)c4ccc(F)cc4)ccc3O[C@H]2[C@@H](CO)O1)NCCc1ccccc1 | 0.1 | 7.9
CC(C)NC(=O)N(C)C[C@H]1OCc2cnnn2CCCC(=O)N([C@@H](C)CO)C[C@H]1C | -0.5 | /
O=C(CCCCCCC(=O)Nc1ccccc1O)N/N=C/c1cc(Cl)cc(Cl)c1O | -0.3 | -1.1
COc1ccc(Cl)cc1NC(=O)CN(c1cccc(F)c1)S(C)(=O)=O | 0.1 | -8.4
O=C(C[C@@H]1C[C@@H]2c3cc(NC(=O)NC4CCCC4)ccc3O[C@@H]2[C@H](CO)O1)NCc1ccc2c(c1)OCO2 | -0.1 | -25.5
COCCOC(=O)N1C(=O)[C@@]2(c3cc(C#Cc4ccc(OC)cc4)ccc31)[C@H](c1ccc(OCCO)cc1)N1[C@H](c3ccccc3)[C@H](c3ccccc3)OC(=O)[C@H]1[C@@H]2C(=O)N1CCN(c2ncccn2)CC1 | / | -5.6
O=C(C[C@H]1C=C[C@@H](NS(=O)(=O)c2ccc(F)cc2)[C@@H](CO)O1)NCc1ccncn1 | 0.1 | 6.6
CC(C)C#Cc1cnc2c(c1)C(=O)N([C@@H](C)CO)C[C@H](C)[C@@H](CN(C)C(=O)CN1CCOCC1)O2 | / | -1.2
COc1cccc(CNC(=O)C[C@@H]2CC[C@H](NS(=O)(=O)c3ccccc3OC)[C@@H](CO)O2)c1 | -0.2 | 4.6
COc1ccc(NC(=O)Nc2ccc3c(c2)C(=O)N([C@@H](C)CO)C[C@@H](C)[C@@H](CN(C)Cc2ccc(C(=O)Nc4ccccc4N)cc2)O3)cc1 | / | -14.7

Sorted by SMILES length (low to high): part of the list above
SMILES | IDH1 R132H inh | EZH2 inh
COc1ccc(Cl)cc1NC(=O)CN(c1cccc(F)c1)S(C)(=O)=O | 0.1 | -8.4
CC(C)NC(=O)N(C)C[C@H]1OCc2cnnn2CCCC(=O)N([C@@H](C)CO)C[C@H]1C | -0.5 | /
O=C(C[C@@H]1C[C@@H]2c3cc(NC(=O)NC4CCCC4)ccc3O[C@@H]2[C@H](CO)O1)NCc1ccc2c(c1)OCO2 | -0.1 | -25.5

(further entries)
SMILES | IDH1 R132H inh | EZH2 inh
CO[C@H]1CN(C)C(=O)c2cc(NC(=O)Nc3ccccc3)ccc2OC[C@H](C)N(C(=O)Nc2c(C)noc2C)C[C@H]1C | -0.3 | -9.5
C[C@@H]1CN([C@@H](C)CO)C(=O)c2cccc(NC(=O)CCCCCC(=O)Nc3ccccc3N)c2O[C@@H]1CN(C)S(=O)(=O)c1ccc(F)cc1 | 0.0 | -8.8
O=C(C[C@H]1C=C[C@H](NC(=O)c2ccccc2)[C@H](CO)O1)NCCc1ccncc1 | 0.4 | -36.5
COc1ccc(S(=O)(=O)N(C)C[C@H]2Oc3ccc(NS(C)(=O)=O)cc3CC(=O)N([C@@H](C)CO)C[C@H]2C)cc1 | 1.3 | /
CO[C@@H]1CN(C)C(=O)c2ccc(NC(=O)Nc3cc(F)ccc3F)cc2OC[C@@H](C)NC[C@H]1C | 0.3 | -5.1
O=C(C[C@@H]1C[C@@H]2c3cc(NC(=O)c4cccnc4)ccc3O[C@@H]2[C@H](CO)O1)NCC1CC1 | -0.4 | -4.5
CN(C)CCCNC(=O)C[C@H]1C=C[C@H](NS(=O)(=O)c2ccccc2)[C@H](CO)O1 | -0.2 | -6.7
O=C(NCC[C@H]1CC[C@@H](NC(=O)C2CCOCC2)[C@@H](CO)O1)c1cc(Cl)cc(Cl)c1 | 0.1 | 2.9

This is a subset (hit frequency here may not be typical).
